Source: PubChem BioAssay
XiGFP reactiv: reactivates the inactive X chromosome in mouse fibroblasts; hit rate 0.055% among 360,000; XiGFP mouse fibroblasts, % GFP-positive cells imaging, 3 d; cells co-treated with 5-aza-dC sensitizer; scaled so ellipticine positive control = 100%; activation, % at 7.58 µM;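 active means mean normalized replicate activation at least 10% and every replicate at or above 10%; inconclusive means only one of the two criteria met; inactive means mean below 10% and not all replicates reach 10%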;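 further: 0% = median of on-plate neutral control wells and 100% = ellipticine 6 µM median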
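System: SV40-immortalized XiGFP fibroblast cells, line 68-5-11 / Incubation: 3-day compound exposure, then 15 min fixation at room temperature / Compound: single concentration per compound, delivered by pin transfer / Buffer or medium: DMEM plus 5-aza-dC sensitizer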
EWS-Fli inh: blocks EWS/Fli oncoprotein-driven transcription. A673 NR0B1-luciferase reporter, viability-normalised. inhibition, % at 12.6 µM. hit rate 0.67% among 350,000. AID 651661;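 active means mean inhibition of at least 50% after viability correction, with every replicate also passing that limit; inconclusive means mean reaches 50% but only one of two replicates passes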;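 further: firefly luciferase signal divided by Alamar Blue viability fluorescence both relative to DMSO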
ERp5 block: ERp5 (human) disulfide isomerase inhibition | inhibition, % at 9.99 µM | Q15084 | ERp5 insulin aggregation, absorbance 650 nm, 90 min | hit rate 0.05% among 350,000;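 active means mean replicate inhibition above about 25%, with every replicate also reaching it, limit read from the data, passing the limit was not always enough; inconclusive means only one of those two criteria met; inactive means neither criterion met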
Target sequence (Q15084 whole entry, looked up): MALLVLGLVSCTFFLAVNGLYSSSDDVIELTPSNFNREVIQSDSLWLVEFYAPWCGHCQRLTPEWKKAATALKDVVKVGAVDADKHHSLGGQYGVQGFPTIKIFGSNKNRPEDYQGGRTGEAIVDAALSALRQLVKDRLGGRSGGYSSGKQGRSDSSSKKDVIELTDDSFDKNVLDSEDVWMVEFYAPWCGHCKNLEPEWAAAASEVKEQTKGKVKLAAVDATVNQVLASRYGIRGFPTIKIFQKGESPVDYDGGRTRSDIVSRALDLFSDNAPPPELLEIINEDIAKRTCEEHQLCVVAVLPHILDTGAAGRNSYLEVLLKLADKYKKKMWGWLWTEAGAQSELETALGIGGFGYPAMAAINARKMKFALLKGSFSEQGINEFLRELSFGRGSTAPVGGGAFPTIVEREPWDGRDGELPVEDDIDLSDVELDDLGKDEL
INS-1E GSIS act: GLuc luminescence reporter in INS-1E cells, primary screen for activators of glucose-dependent secretion of insulin; INS-1E GLuc reporter insulin secretion, 2-3 h; activation, % at 16.6 µM; hit rate 0.61% among 370,000;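 active means lowest replicate activation of at least 40%, so every replicate reaches that level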;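 further: 0% = median of neutral control wells and 100% = median of IBMX positive control wells; some compounds called inactive have numbers as strong as hits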
F508del corr: CFTR F508del correction in bronchial cells; activity (quench increase), % at 7.58 µM; CFBE cells, YFP halide quenching; stimulated with forskolin plus potentiator P3; % fluorescence drop versus neutral controls; hit rate 0.36% among 350,000; AID 720511;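 active means mean added fluorescence quench of at least 8% versus neutral control, with both replicates also reaching 8%; inconclusive means only one of the mean or replicate conditions met; inactive means mean below 8% and not both replicates reaching 8%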;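 further: cells transiently co-express mutant CFTR-F508del with the halide-sensitive YFP; corrector assay measuring rescue of mutant channel to the surface after 24 h compound exposure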
ARNT TACC3 PPI: disrupts binding between human ARNT and TACC3 | AlphaScreen His-ARNT PAS-B/GST-TACC3 binding, luminescence; TACC3 fragment carries E629A point mutation | hit rate 0.66% among 390,000 | AID 623870 | inhibition, % at 9.99 µM | Q9Y6A5;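 active means mean inhibition of replicates at least 50% and at least half of replicates each reaching 50%; inconclusive means half or more replicates reach 50% but mean below 50%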;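 further: 0% = complete ARNT plus TACC3 wells and 100% = ARNT alone without TACC3; many hits fall short of the cut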
PAX8 inh HTS: lowers PAX8-driven luciferase in RMG-I cells. hit rate 1.2% among 360,000. inhibition, % at 12.6 µM. RMG-I TPO-luciferase reporter, SteadyGlo, 24 h. AID 652154;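 active means mean replicate inhibition at least 60% with every replicate also reaching 60%; inconclusive means only one of the two criteria is met; inactive means mean below 60% and not all replicates reaching 60%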;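 further: luciferase light reporting Pax8 driven TPO promoter activity; plate controls were median of neutral control wells for no effect and mitoxantrone controls for full effect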
DENV2 CPE: protects cells from dengue virus 2 cytopathic effect. DENV2-infected cells, cytopathic effect rescue, plate reader. CPE inhibition, % at 9.99 µM. hit rate 1.7% among 350,000. AID 651640; in the data active means CPE inhibition above about 20%, passing the limit was not always enough; inconclusive means no clear call, values can overlap the other calls; tested in BHK-21 cells;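 further: 0% = median of neutral control wells and 100% = median of positive control wells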
Active calls of the source: *; ? = inconclusive; / = no result given; & = joins results of further samples.

The opening two compounds (preview)
SMILES	XiGFP reactiv	EWS-Fli inh	ERp5 block	INS-1E GSIS act	F508del corr	ARNT TACC3 PPI	PAX8 inh HTS	DENV2 CPE
COc1ccc2c3c(n(C)c2c1)[C@H](CO)N(CC1CCCC1)CC31CCN(C(C)=O)CC1	0.3	-2	3	8	2.3	/	-4	-4
O=c1cc(CSc2ccc(Cl)cc2)nc(-c2ccccn2)[nH]1	0.1	14	4	6	6.8	61*	69*	-2

All compounds of this part, from the start:
SMILES	XiGFP reactiv	EWS-Fli inh	ERp5 block	INS-1E GSIS act	F508del corr	ARNT TACC3 PPI	PAX8 inh HTS	DENV2 CPE
COc1ccc2c3c(n(C)c2c1)[C@H](CO)N(CC1CCCC1)CC31CCN(C(C)=O)CC1	0.3	-2	3	8	2.3	/	-4	-4
O=c1cc(CSc2ccc(Cl)cc2)nc(-c2ccccn2)[nH]1	0.1	14	4	6	6.8	61*	69*	-2
CCc1ccccc1N1C(=O)CN(Cc2cc(OC)c(OC)c(OC)c2)C1=S	-0.1	8	3	-8	-2.4	2	5	-4
C[C@H]1CN([C@@H](C)CO)C(=O)Cc2cc(NS(=O)(=O)c3ccc(Cl)cc3)ccc2O[C@@H]1CN(C)Cc1ccc(C(=O)Nc2ccccc2N)cc1	0.0	-13	5	-2	-1.0	/	9	-12
CNC[C@H]1OCCCC[C@@H](C)Oc2ccc(NS(C)(=O)=O)cc2C(=O)N([C@H](C)CO)C[C@@H]1C	-1.0	1	/	17	-1.0	/	-23	/
CC(C)NC(=O)N(C)C[C@H]1Oc2ccc(NS(=O)(=O)c3ccc(F)cc3)cc2C(=O)N([C@@H](C)CO)C[C@@H]1C	0.0	2	/	-1	-1.0	/	-25	-5
COc1ccc(S(=O)(=O)N2CCCCCC2)cc1NC(=O)CCCOc1ccccc1	0.3	-2	0	/	-0.9	-7	6	-6
C[C@@H]1CN([C@H](C)CO)C(=O)c2cccc(NC(=O)Nc3cccc4ccccc34)c2O[C@@H]1CN(C)S(=O)(=O)c1ccc(F)cc1	-1.0	-1	-4	-38	1.8	/	/	19
CN(C)CC(C)(C)CNC(=O)C1CCN(CCCc2ccccc2)CC1	0.0	16	1	/	-1.2	-6	13	12
C[C@H](CO)N1C[C@H](C)[C@H](CN(C)Cc2ccc(Cl)c(Cl)c2)Oc2c(NS(=O)(=O)c3ccccc3)cccc2C1=O	1.2	-4	5	-14	-1.5	3	-12	-9
Cc1cc(NC(=O)c2cc(-c3cccc(OCC(C)C)c3)nc3ccccc23)no1	0.2	/	5	3	4.1	/	7	10
CCN(C(=O)COC(=O)CC1CCCCC1)c1c(N)n(Cc2ccccc2)c(=O)[nH]c1=O	1.3	-6	0	1	-2.4	-8	-1	-4
O=C(CN1C(=O)C2C3CCC(C3)C2C1=O)OCC(=O)c1ccc(Br)cc1 (configuration not stated)	-0.1	11	-16	-1	1.7	-7	3	-6
NC(=O)c1cc([N+](=O)[O-])ccc1NCC1CCCCC1	0.4	-17	0	9	2.7	-2	0	/
CN1C=CC(C(C(N)=O)c2ccccc2)c2ccccc21 (configuration not stated)	0.0	-9	-14	/	4.0	/	2	9
CCCc1nc(SCC(=O)c2ccc3c(c2)NC(=O)CO3)[nH]c(=O)c1CC	-0.5	-1	4	39	-0.5	-12	-16	?
O=C(COC(=O)Cc1ccccc1[N+](=O)[O-])NCC1CCCCC1	0.1	-2	-8	/	-2.8	-4	-7	-8
Cn1c(=O)[nH]c(=O)c2c1nc(NCc1ccccc1)n2Cc1ccc(F)cc1	0.0	1	2	27	1.9	2	-1	-5
CN(CCCC(=O)Nc1ccc(Br)cc1F)S(=O)(=O)c1ccccc1	-0.1	6	5	-20	0.8	-3	6	-3
O=C(NC1CCCCC1)N1CCCC(CNS(=O)(=O)Cc2ccccc2)C1 (configuration not stated)	-0.1	9	3	-9	-3.3	-2	-10	-4
CC1CCN(C2=NC(=O)/C(=C/c3ccccc3F)S2)CC1	-0.1	19	3	-31	2.1	-13	-4	0
COCCNC(=O)C[C@@H]1CC[C@H]2[C@@H](COC[C@@H](O)CN2C(=O)Nc2ccccc2OC)O1	0.5	/	5	7	0.6	0	/	-2
O=C(Nc1ccccc1)C1Cc2c(-c3ccccc3Oc3ccccc3)ccnc2O1 (configuration not stated)	0.0	6	1	-12	-1.8	/	13	-3
CC(=O)Nc1ccccc1NC(=O)C/C(C)=N/NC(=O)C(=O)N1CCCCC1	0.6	0	-4	9	1.7	-2	11	-7
CC(C)Cc1ccc(C(=O)Nc2ccc(Cc3ccncc3)cc2)o1	0.1	-12	0	-15	-2.0	1	-3	8
Next part
SMILES	XiGFP reactiv	EWS-Fli inh	ERp5 block	INS-1E GSIS act	F508del corr	ARNT TACC3 PPI	PAX8 inh HTS	DENV2 CPE
COc1ccc(C(=O)NN/C(=N/S(=O)(=O)c2ccc(C)cc2)c2ccccc2)cc1	0.5	-2	8	/	2.3	-7	-81	2
Cc1[nH]nc2c1/C(=N\O)CCC2	0.2	-5	0	0	1.7	/	9	9
CCOc1ccc(C(=O)COC(=O)c2nc3nccc(C)n3n2)cc1	0.3	-6	0	3	-3.4	-16	-2	2
COC(=O)Cc1csc(NCc2ccccc2)n1	0.1	0	-3	-7	1.6	-3	-2	3
CCOC(=O)N1CCC(NC(=O)CC2C(=O)NCCN2Cc2cccc(F)c2F)CC1 (configuration not stated)	0.0	-5	1	3	1.2	1	/	-4
Cc1sc2nc(CSCC(=O)Nc3c(F)cccc3F)[nH]c(=O)c2c1C	0.1	8	0	13	-0.3	-1	2	-4
COc1cc(NC(=S)NC2CC(C)(C)NC(C)(C)C2)cc(OC)c1	0.0	2	-2	9	3.2	20	-7	-2
COc1ccc(CN(C)C(=O)c2[nH]c(C)c(C(C)=O)c2C)cc1F	0.2	3	-1	7	-0.1	-3	20	14
COC(=O)c1cn(C(=O)c2ccccc2Cl)c2ccccc12	0.0	-4	11	-2	3.0	-4	-27	0
CCOc1ccc(C(=O)C(C)OC(=O)c2nc(Cl)ccc2Cl)cc1 (configuration not stated)	0.3	7	-5	-4	-0.4	2	/	-7
CS(=O)(=O)Nc1ccc2c(c1)[C@H]1C[C@H](CC(=O)NCc3ccc(-c4ccccc4)cc3)O[C@@H](CO)[C@H]1O2	0.1	-13	/	-5	1.8	2	14	4
CCOc1ccc(S(=O)(=O)/N=C(/Nc2ccc(OC)cc2)c2ccccc2)cc1	0.1	/	1	-4	3.6	-5	-19	-3
COC(=O)C1SCC2C(=O)N(Cc3ccc(Cl)cc3)CC(=O)N21 (configuration not stated)	0.0	-3	-1	6	-0.7	-1	9	-3
O=C(N[C@H]1CCCCNC1=O)c1cc(COc2ccc(F)cc2F)on1	0.1	/	1	2	-1.3	1	-79	0
CN(Cc1ccccc1)C(=O)Cn1nnc(-c2ccccc2)c1COc1ccc2ccccc2c1	0.2	8	-4	-13	1.9	/	47	1
CCOc1cccc2sc(N(CCCN(C)C)C(=O)c3ccc(S(=O)(=O)N4CCc5ccccc5C4)cc3)nc12	0.0	/	1	-34	1.7	8	-29	2
O=C(NC1CCCCC1)C(c1ccccc1)N(C(=O)c1csnn1)C1CCCC1 (configuration not stated)	0.0	3	5	-6	-0.5	-12	-6	-8
C=CCn1c(SCC(=O)NCc2ccco2)nc2sc(C)c(C)c2c1=O	/	/	9	-1	/	-18	/	-9
CCC(=O)N(C)C[C@H]1Oc2cc(-c3ccc(F)cc3)ccc2S(=O)(=O)N([C@H](C)CO)C[C@H]1C	0.6	0	-4	-10	1.9	-5	/	17
COc1ccc(C)cc1N(C(=O)c1snc(C(N)=O)c1N)C(C(=O)NC1CCCC1)c1ccc(F)cc1 (configuration not stated)	0.0	13	1	-15	-0.5	10	24	13
CC=Cc1ccc2n(c1=O)C[C@H]1[C@H](CO)[C@@H](C(=O)NCc3ccncc3)N(Cc3cncnc3)[C@@H]21 (mixture of isomers)	0.4	-1	-1	2	-2.4	-1	/	-3
C/C=C/c1ccc([C@H]2[C@@H](CO)N(S(C)(=O)=O)[C@H]2CNC(C)C)cc1	0.0	2	1	-1	3.0	/	/	-1
COc1ccc(NC(=O)c2cccs2)cn1	0.1	-37	7	5	/	1	-23	1
O=[N+]([O-])c1ccccc1S(=O)(=O)N1CCN(C2CCCC2)CC1	0.0	1	3	2	3.2	-1	4	-6
CCCCN1CC(N2CCN(C(=O)c3ccco3)CC2)CS1(=O)=O (configuration not stated)	0.1	-9	3	1	3.4	/	5	/
New compounds follow
SMILES	XiGFP reactiv	EWS-Fli inh	ERp5 block	INS-1E GSIS act	F508del corr	ARNT TACC3 PPI	PAX8 inh HTS	DENV2 CPE
COc1ccc(CNC(=O)C(C)N2CCN(S(=O)(=O)c3ccccc3F)CC2)cc1 (configuration not stated)	0.0	0	4	-11	0.0	/	-6	4
O=C(NCC[C@H]1CC[C@@H](NS(=O)(=O)c2cccc(F)c2)[C@@H](CO)O1)C1CC1	0.0	-10	-6	3	0.7	-7	-4	-5
COC(=O)c1[nH]c2c(c1C)C(=O)CC(c1ccc(OC)c(OC)c1)C2 (configuration not stated)	0.2	7	3	5	0.8	0	0	-5
CCC(=O)N1C[C@@H](C)[C@H](OC)CN(C)C(=O)c2ccc(NC(=O)COC)cc2OC[C@H]1C	0.3	-1	0	-5	0.9	-6	0	3
Cc1cc(=O)[nH]c2c1c(C)nn2C(C)(C)C	0.1	14	-8	/	0.9	-1	9	-4
Cc1ccc(-n2c(C)cc(/C=N/NC(N)=S)c2C)cc1	-0.1	/	/	-22	/	-3	26	/
CCOC(=O)N1CCN(C(=O)c2ccc3c(=O)n(-c4cc(OC)ccc4OC)c(=S)[nH]c3c2)CC1	0.1	2	-5	6	1.7	-1	4	-2
Cc1ccc(NC(=O)COC(=O)c2ccccc2-c2nc3ccccc3s2)c(C)c1	0.0	-37	2	-3	-2.1	/	15	-3
C[C@H](CO)N1C[C@H](C)[C@@H](CN(C)Cc2ccncc2)Oc2c(NS(C)(=O)=O)cccc2C1=O	-0.1	4&2	3&1	1	-0.4&-1.0	6&3	-38&-6	5&-2
CCOC(=O)CSc1nc2cc(C(=O)NCc3ccco3)ccc2c(=O)n1C1CCCCC1	/	6	4	/	0.0	9	/	3
COc1ccccc1Cn1c(=S)[nH]c2cc(C(=O)NC(C)C)ccc2c1=O	0.0	9	6	/	-0.9	-13	12	-1
CCCCN1C(=O)C(CC(=O)NCC2CCCCC2)CC(C(=O)N2CCOCC2)=C1C (configuration not stated)	0.1	-2	-9	4	-0.9	/	-1	-2
C[C@@H]1CN([C@H](C)CO)C(=O)c2cc(Br)cnc2O[C@@H]1CN(C)C(=O)c1cccc(F)c1	0.0&0.1	-4&0	-2&3	3&12	3.2&0.3	-6	5	9&1
COC(=O)c1cc(=O)n(Cc2ccccc2)c(=NCc2ccccc2)s1	-0.1	4	-1	16	3.5	/	2	-7
CCCCN(C(C)=O)c1c(CC)nc2ccc(C(=O)Nc3cccc(OCC(=O)N(C)C)c3)cn12	0.1	-3	-5	18	-2.7	/	3	11
CN(C)Cc1cn(CC[C@@H]2CC[C@H](NC(=O)Nc3ccccc3F)[C@H](CO)O2)nn1	0.1	-1	-1	0	-1.8	-9	0	1
C=CCC1(CC=C)CCCN1C(=O)C1CCC(=O)N(CCc2ccc(Cl)cc2)C1 (configuration not stated)	0.1	/	1	-21	-0.2	-2	-12	8
CCN(C(=O)COn1nnc2ccc(S(=O)(=O)N(C)C)cc21)C1CCS(=O)(=O)C1 (configuration not stated)	0.0	-3	6	7	2.5	/	1	4
